Screening results from PubChem.
PfHsp90 yeast 2 – inhibits growth of yeast expressing Plasmodium falciparum Hsp90; actives 0.32% (n = 310,000); S. cerevisiae expressing PfHsp90, BacTiter-Glo ATP, 48 h; yeast lacking PDR1 and PDR3 efflux regulators; AID 504621; inhibition, % at 9.4 µM;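 active = every replicate shows inhibition above about 80%, whatever the replicate mean, limit read from the data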;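 note: 0% = DMSO neutral controls and 100% = 20 µM radicicol positive controls; yeast relying on Plasmodium falciparum Hsp90 in place of its own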
SR-BI DiI-HDL act – activators of SR-BI mediated HDL lipid uptake. CHO ldlA[mSR-BI] cells, DiI-HDL uptake fluorescence, 3 h; 100 = double the neutral-control signal. activation, % at 12.5 µM. actives 0.096% (n = 320,000). AID 504775;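 active = mean replicate activation of at least 60% and every replicate at or above 60%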;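 note: 0% = median plate neutral-control signal and 100% = twice that signal; values of inactives mirror those of a sister screen read the other way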
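Test system: SR-BI-overexpressing, LDLR-lacking CHO cells; Medium: Ham's F12 with 0.5% BSA, HEPES 25 mM, pH 7.4; Schedule: 3 h, 37 °C; Technique: bottom-read fluorescence, 550/595 nm.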
Rtt109 HAT inh – blocks Candida albicans Rtt109/Vps75 acetyltransferase activity; Q5AAJ8; actives 0.16% (n = 330,000); inhibition, % at 34.9 µM; purified Rtt109/Vps75, ThioGlo CoA-SH fluorescence, 4 h;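 active = inhibition of at least 50% in every replicate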
CAL PDZ FP-1 – blocks peptide binding to the human CAL PDZ domain; purified CAL PDZ, TMR-peptide fluorescence polarization, 1 h; inhibition, % at 24.9 µM; actives 0.92% (n = 300,000); AID 602252;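 active = mean inhibition of at least 30% with at least half of replicates also reaching 30%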;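 note: 0% = DMSO neutral control and 100% = excess unlabeled competitor peptide PRC23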
PvdQ acylase – blocks Pseudomonas aeruginosa PvdQ acylase activity; purified PvdQ acylase, fluorescence plate reader; AID 488965; inhibition, % at 10 µM; actives 0.063% (n = 340,000); in the data active = inhibition above about 30%, passing the limit was not always enough;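 note: 0% = vehicle neutral wells and 100% = reference inhibitor wells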
CAL PDZ FP-2 – blocks peptide binding to human CAL PDZ domain. Q9HD26. purified CAL PDZ, TMR-peptide fluorescence polarization, 1 h. inhibition, % at 20 µM. actives 0.02% (n = 330,000). AID 504414;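 active = highest replicate inhibition of at least 40%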;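 note: plate controls were DMSO neutral control wells for no effect and unlabeled competitor peptide control wells for full effect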
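material = purified tagged CAL PDZ domain construct (CerCALP) | buffer or medium = sodium phosphate/NaCl buffer pH 7.4 with TCEP, IgG, Thesit | reagent = TMR-labelled reporter peptide T*-PRC34 bound in PDZ groove | incubation = 1 h room-temperature incubation prior to read | measured by = fluorescence polarization (mP) | evaluation = percent inhibition from loss of millipolarization | control set = unlabelled peptide and DMSO controls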
SR-BI HDL uptake – mouse SR-BI HDL lipid transfer inhibition; Q61009; ldlA[mSR-BI] CHO cells, DiI-HDL uptake fluorescence, 3 h; inhibition, % at 12.5 µM; actives 0.96% (n = 320,000); AID 488896;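 active = mean replicate inhibition of at least 70% and a set share of replicates each scoring 70 or more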;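 note: 0% = median of neutral control wells and 100% = median of positive control wells; values of inactives mirror those of a sister screen read the other way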
NSD2 inh – blocks human histone methyltransferase NSD2. O96028. actives 0.54% (n = 310,000). inhibition, % at 12.5 µM. NSD2 peptide methylation, AlphaScreen, 120 min; in the data active = inhibition above about 50%
Target sequence (O96028 whole entry, looked up): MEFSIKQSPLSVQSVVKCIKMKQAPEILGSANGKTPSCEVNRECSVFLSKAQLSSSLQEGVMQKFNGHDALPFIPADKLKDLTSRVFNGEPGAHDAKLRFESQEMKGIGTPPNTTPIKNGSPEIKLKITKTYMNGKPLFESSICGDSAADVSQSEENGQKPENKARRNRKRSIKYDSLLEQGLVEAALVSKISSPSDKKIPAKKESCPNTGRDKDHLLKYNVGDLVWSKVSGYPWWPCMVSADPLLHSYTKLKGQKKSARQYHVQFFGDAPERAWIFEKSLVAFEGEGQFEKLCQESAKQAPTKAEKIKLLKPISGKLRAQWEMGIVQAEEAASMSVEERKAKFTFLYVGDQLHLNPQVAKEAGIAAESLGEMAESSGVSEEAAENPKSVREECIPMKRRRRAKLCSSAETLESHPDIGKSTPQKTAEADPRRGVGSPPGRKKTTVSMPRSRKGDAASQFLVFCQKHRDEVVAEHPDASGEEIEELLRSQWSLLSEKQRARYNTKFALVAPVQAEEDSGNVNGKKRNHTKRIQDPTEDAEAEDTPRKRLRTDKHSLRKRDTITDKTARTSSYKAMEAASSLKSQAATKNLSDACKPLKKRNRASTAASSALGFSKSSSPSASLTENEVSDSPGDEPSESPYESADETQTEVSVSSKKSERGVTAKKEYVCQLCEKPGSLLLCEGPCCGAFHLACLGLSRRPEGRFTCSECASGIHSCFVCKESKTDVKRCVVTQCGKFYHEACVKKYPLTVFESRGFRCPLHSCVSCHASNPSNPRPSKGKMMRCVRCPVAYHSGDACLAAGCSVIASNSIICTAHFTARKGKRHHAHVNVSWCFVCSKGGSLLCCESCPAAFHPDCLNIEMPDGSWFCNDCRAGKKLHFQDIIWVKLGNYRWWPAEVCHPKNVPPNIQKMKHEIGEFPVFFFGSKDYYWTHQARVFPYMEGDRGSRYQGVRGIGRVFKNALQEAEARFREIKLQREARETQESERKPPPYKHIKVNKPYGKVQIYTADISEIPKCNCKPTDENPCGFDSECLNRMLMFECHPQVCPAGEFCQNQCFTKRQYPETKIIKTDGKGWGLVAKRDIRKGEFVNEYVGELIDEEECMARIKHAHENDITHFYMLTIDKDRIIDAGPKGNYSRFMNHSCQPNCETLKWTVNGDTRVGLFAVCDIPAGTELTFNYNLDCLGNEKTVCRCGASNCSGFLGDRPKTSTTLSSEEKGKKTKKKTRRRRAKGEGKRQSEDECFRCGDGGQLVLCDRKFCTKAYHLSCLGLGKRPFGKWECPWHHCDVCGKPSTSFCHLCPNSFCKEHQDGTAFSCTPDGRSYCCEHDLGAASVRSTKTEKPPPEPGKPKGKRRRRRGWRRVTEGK
dFosB act – activators of mouse delta FosB homodimer; P13346; activation, % at 25 µM; actives 0.99% (n = 340,000); purified delta FosB, TAMRA-CDK5 oligo fluorescence polarization; percent of positive-control signal above neutral wells;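 active = mean activation above about 17%, with every replicate also reaching it, limit read from the data, passing the limit was not always enough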;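 note: fluorescence polarization rise as delta FosB binds a TAMRA Cdk5 AP-1 oligo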
MITF TRPM1 HTS – activators of MITF-driven TRPM1 promoter activity in SK-MEL-5 cells. SK-MEL-5 TRPM1-promoter luciferase, 24 h; % of positive control, neutral wells = 0. activation, % at 12.5 µM. actives 0.75% (n = 300,000);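 active = mean activation of at least 80% with every replicate also reaching 80%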;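 note: 0% = neutral control wells and 100% = parthenolide positive control wells; values of inactives mirror those of a sister screen read the other way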
Numbers without * were called inactive; . = not tested or not shown.

SMILES	PfHsp90 yeast 2	SR-BI DiI-HDL act	Rtt109 HAT inh	CAL PDZ FP-1	PvdQ acylase	CAL PDZ FP-2	SR-BI HDL uptake	NSD2 inh	dFosB act	MITF TRPM1 HTS
O=C(NC1CCN(Cc2ccccc2)CC1)C1CCCN(c2nnc(-n3cccc3)s2)C1 (configuration not stated)	20	-10	-28	0	4	1.2	10	.	4	-5
CC(=O)OCC(=O)C1=CCC2C3CCC4=CC(=O)C=CC4(C)C3(F)C(OC(C)=O)CC12C (configuration not stated)	-8	19	1	-4	-13	-1.9	6	-2	-3	-27
O=C1c2[nH]nc(-c3ccccc3O)c2C(c2cccc(O)c2)N1Cc1ccco1 (configuration not stated)	23	31	11	-3	-5	-4.7	-31	-2	-12	2
CCO/N=C(\C)c1c(O)cc(C(C)C)n(-c2ccccc2)c1=O	26	-3	5	.	6	-0.2	3	0	-3	-5
C#CCNC(=O)C1=C[C@H](C2CC2)C[C@H](OCCCCO)O1	9	21	10	-3	-3	0.2	-21	.	-3	-2
COc1ccc(C)cc1NC(=S)N1CC(C)OC(C)C1 (configuration not stated)	-38	4	0	0	-10	-1.7	-4	-2	1	9
COc1ccc(CN2CCC(C(=O)N(C)CCc3ccc(OC)c(OC)c3)CC2)c(OC)c1	-4	9	8	-3	12	-1.7	-9	-1	-4	-1
COCCCNC(=O)/C(C#N)=C/c1c(N2CCN(c3ccccc3)CC2)nc2c(C)cccn2c1=O	4	4	-12	-4	-10	-1.1	-4	2	-22	0
Cn1c(=O)c2c(nc3n2CCCN3CCc2ccccc2)n(C)c1=O	-6	8	2	-3	-8	0.1	-8	2	0	10
COc1ccc(S(=O)(=O)n2nc(OC(=O)c3cccs3)cc2N)cc1	16	20	4	1	5	-1.7	-20	-1	1	-17
CCN(CC)S(=O)(=O)c1ccc(NC(=O)COC(=O)c2ccc(Br)o2)cc1	-9	-2	6	7	3	-0.8	2	-3	-10	-14
CCn1c(C)nc2cc(C(=O)NNC(=S)Nc3ccccc3)ccc21	0	15	-9	-1	-4	-1.4	-15	2	4	20
O=C1SCCC1NC(=O)C(c1ccccc1)c1ccccc1 (configuration not stated)	5	4	-3	-3	-19	0.3	-4	-3	-4	.
Fc1ccccc1-c1ccc(/C=N/Nc2nc3ccccc3[nH]2)o1	27	11	-7	1	-10	-0.8	-11	-11	22*	13
CC1=C(C(=O)OC(C)C)[C@@H](c2ccc(C)o2)NC(=O)N1	-48	25	.	-1	-5	-1.6	-25	1	-1	0
CC1CCN(S(=O)(=O)c2ccc(Cl)cc2Br)CC1	.	-35	3	-2	9	1.2	35	-6	-1	.
CC1CCC(NC(=O)C2CCC(CNS(=O)(=O)c3ccccc3)CC2)CC1 (configuration not stated)	10	9	-2	0	-16	0.1	-9	-3	8	8
Cc1cccc(N2CCN(Cc3nc(-c4ccccc4Cl)oc3C)CC2)n1	-6	11	1	1	-5	0.2	-11	3	-23	-4
Oc1[nH]c2ccccc2c1N=Nc1ccc(C(F)(F)F)cn1	11	-8	0	-1	-4	-0.2	8	-2	-4	21
CCc1nnc(NC(=O)c2oc3ccc(Br)cc3c2C)s1	22	-29	5	8	15	-0.6	29	0	-5	44
O=C(NNS(=O)(=O)c1ccccc1)c1cnn(-c2ccc(Cl)cc2)c1C(F)(F)F	14	10	13	-5	-4	-0.9	-10	1	-4	.
CCOC(=O)C1=C(O)C(=O)N(c2ccc(S(N)(=O)=O)cc2)C1c1ccc(OC)cc1OC (configuration not stated)	-13	17	8	-2	-7	-1.3	-17	21	-5	-1
COc1cccc(C2CCCCN2Cc2nc(-c3ccc(C)o3)oc2C)c1 (configuration not stated)	-33	-14	4	0	-4	-3.6	14	4	-12	-2
O=C(NNc1ncc(C(F)(F)F)cc1Cl)c1ccc(Cl)c(Cl)c1	5	-13	-11	-5	-9	-0.5	13	-1	0	.
Cc1cc(C)cc(-n2c(=O)c3ccccc3n(CC(=O)NCC3CCCO3)c2=O)c1 (configuration not stated)	-5	.	-1	2	-6	-1.8	.	32	-1	8
SMILES	PfHsp90 yeast 2	SR-BI DiI-HDL act	Rtt109 HAT inh	CAL PDZ FP-1	PvdQ acylase	CAL PDZ FP-2	SR-BI HDL uptake	NSD2 inh	dFosB act	MITF TRPM1 HTS
CCO/C=C1/C(=O)N(c2ccc(OC)cc2)C(=O)c2ccccc21	9	14	-1	.	5	-0.4	-14	5	-2	-5
Cc1ccc(NC(=O)C2CCCN2C(=O)OCc2ccccc2)cc1F (configuration not stated)	-19	21	7	-3	-6	-2.6	-21	-12	-4	-4
Cc1ccsc1C(=O)NNC(=S)NC1CCCCC1	-3	23	-3	-5	-8	-1.4	-23	1	3	7
CCCCN1C(=N)N([C@@H](C)CN2CCC[C@H]2CN2C(N)=NC[C@H]2C(C)C)C[C@H]1[C@H](C)CC	-12	.	6	-1	-11	0.0	.	.	-9	-1
Cc1ccc(S(=O)(=O)N2CCC(NC(=O)OC(C)C)CC2)cc1	-26	2	.	3	0	-0.3	-2	1	-7	-20
O=C(Nc1cccc(NC(=O)c2ccccc2[N+](=O)[O-])c1)c1ccccc1Cl	19	-67	3	-3	-22	-0.2	67	0	-8	.
Cc1cc(C)nc(N2CCN(c3nc(-c4ccccc4)nc4c3oc3ccccc34)CC2)n1	0	.	37	-2	3	-1.6	.	-5	-3	-4
COc1ccc(NC(=O)CSc2nncn2C)c([N+](=O)[O-])c1	-1	5	0	-9	-22	.	-5	0	5	-2
CCCc1nc2c(sc3nc4c(cc32)COC(C)(C)C4)c(=O)n1CCN(C)C	-8	15	2	-9	-7	-1.8	-15	.	3	5
N#Cc1c(-c2ccco2)cc(-c2cccnc2)nc1N	11	9	-27	-2	1	-1.9	-9	-2	-59	2
Cc1nc(SCC(=O)N2CC(=O)Nc3ccccc32)c2c(C)c(C)sc2n1	-1	5	6	-15	-8	-2.9	-5	-3	-12	-3
O=C(CCC1N=C2c3ccccc3N=C(SCc3ccc(F)cc3)N2C1=O)NCc1ccco1 (configuration not stated)	-16	51	27	-8	-2	-0.2	-51	5	-20	-2
O=C(Nc1cccc2ncccc12)c1ccc(-c2ccc(Br)cc2)o1	.	-2	4	-3	-4	-4.4	2	0	-7	-25
CCCCn1c(N)c(N(CC)C(=O)COc2ccc(C#N)cc2)c(=O)[nH]c1=O	19	1	3	1	-4	0.2	-1	-2	5	2
O=C(Nc1cccnc1Cl)c1ccc(Cl)c([N+](=O)[O-])c1	10	9	-4	-1	-11	-0.8	-9	0	-8	4
O=C(NCc1ccccc1)C1CCCN(C(=O)Nc2ccccc2)C1 (configuration not stated)	.	-4	-13	.	-15	-1.0	4	-4	-3	13
C=C(C)C(=O)Nc1cccnc1Oc1ccc(F)cc1	8	-15	-6	112*	-5	-0.1	15	-1	6	9
Clc1ccc(OCCSc2ncccn2)c(Br)c1	16	-16	-11	-1	4	-1.9	16	-7	1	59
CC(=O)c1cccc(S(=O)(=O)NCC(c2ccco2)N2CCCCC2)c1 (configuration not stated)	.	-13	5	-3	3	-1.0	13	1	-1	-7
COc1ccc(NC2CCCN(C(=O)CSc3ccncc3)C2)cc1 (configuration not stated)	4	10	-7	-7	-10	-2.0	-10	4	0	-2
O=C(Nc1cccc(S(=O)(=O)N2CCOCC2)c1)C1=NN(c2ccccc2)C(=O)CC1	5	-29	5	-3	-11	-2.7	29	-2	-3	-5
COc1ccc(CNC(=O)CCn2ccc3cc(S(=O)(=O)N4CCCC4)ccc32)cc1	16	1	3	-3	-5	-1.9	-1	-5	-7	1
Cc1c(CN(C)C(=O)CSc2nc(-c3ccco3)cc(C(F)(F)F)n2)cnn1C	2	21	6	-2	8	-1.3	-21	0	-5	-9
CC1CCCCC1N(C)C1CCN(C(=O)CNC(=O)/C=C/c2cccc(Cl)c2)CC1 (configuration not stated)	13	7	51*	-3	4	-1.7	-7	37	-2	6
CC(C)(C)NC(=O)N1CCN(c2ncccc2C(F)(F)F)CC1	-5	-88	-3	.	-10	-1.1	88*	-5	-1	1

Rewritten field by field: entries from further up
compound: COc1ccc(NC(=O)CSc2nncn2C)c([N+](=O)[O-])c1
- PfHsp90 yeast 2: -1
- SR-BI DiI-HDL act: 5
- Rtt109 HAT inh: 0
- CAL PDZ FP-1: -9
- PvdQ acylase: -22
- CAL PDZ FP-2: .
- SR-BI HDL uptake: -5
- NSD2 inh: 0
- dFosB act: 5
- MITF TRPM1 HTS: -2
compound: CCCc1nc2c(sc3nc4c(cc32)COC(C)(C)C4)c(=O)n1CCN(C)C
- PfHsp90 yeast 2: -8
- SR-BI DiI-HDL act: 15
- Rtt109 HAT inh: 2
- CAL PDZ FP-1: -9
- PvdQ acylase: -7
- CAL PDZ FP-2: -1.8
- SR-BI HDL uptake: -15
- NSD2 inh: .
- dFosB act: 3
- MITF TRPM1 HTS: 5

(cont.)
SMILES	PfHsp90 yeast 2	SR-BI DiI-HDL act	Rtt109 HAT inh	CAL PDZ FP-1	PvdQ acylase	CAL PDZ FP-2	SR-BI HDL uptake	NSD2 inh	dFosB act	MITF TRPM1 HTS
CCn1c(SCc2ccc(C)cc2)nnc1C1CCN(S(=O)(=O)c2ccc(OC)cc2)CC1	.	15	-5	2	-11	-0.8	-15	-2	-9	.
Cc1ccc(S(=O)(=O)CCC(=O)NC2CCCCC2)cc1	-5	13	3	-1	12	-0.2	-13	0	4	0
CC(C)C[C@H](NC(=O)c1[nH]cnc1C(=O)Nc1ccc(CNC(=O)OC(C)(C)C)cc1)C(=O)OCc1ccccc1	-9	10	4	11	6	1.5	-10	.	-18	0
O=C(Nc1nnc(-c2cccnc2)o1)c1cccc(Cl)c1	-29	10	-2	-5	-25	-2.6	-10	-3	-4	-4
COc1ccc(CCN(Cc2ccccn2)C(=S)Nc2cccc(SC)c2)cc1OC	0	33	-5	.	7	0.2	-33	8	-4	0
O=S(=O)(c1ccc(S(=O)(=O)N2CCCN(Cc3ccccc3)C2)cc1)N1CCCCCC1	-9	15	-7	25	-14	-1.8	-15	0	-9	18
COc1ccc(-c2noc(N3CCC(C(=O)Nc4ccccc4Cl)CC3)n2)cc1	-29	-36	5	-4	-2	-0.3	36	.	2	.
O=C(COc1ccc(/C=N/NC(=O)c2ccccc2O)cc1)Nc1ccccc1	10	-27	-4	.	-14	-0.9	27	2	5	54
CN(CC(=O)Nc1ccc(Br)cc1)Cc1ccccc1	8	6	-6	-8	-10	-3.3	-6	26	-6	.
CC(=O)N1CCN=C1SCc1cccc(C(F)(F)F)c1	-8	0	-4	-2	-10	-0.8	0	17	-1	8
Cc1ccc(-c2csc(NS(=O)(=O)c3cccc(F)c3)n2)o1	.	6	-3	.	9	0.1	-6	28	-21	-3
CCOC(=O)N1CCN(C(=O)/C=C/c2ccc([N+](=O)[O-])cc2)CC1	.	20	14	-5	8	-0.6	-20	-1	-4	-5
COc1ccc(CC(=O)Nc2cc(S(=O)(=O)N3CCOCC3)ccc2N2CCCC2)c(OC)c1	.	27	17	4	9	-1.0	-27	-1	-3	-1
